Bioassay records: PubChem BioAssay, National Center for Advancing Translational Sciences (NCATS)
HT1080NT lethal: kills 2HG-producing HT-1080-NT fibrosarcoma cells | 360,000 compounds, 1.6% hits | HT-1080-NT fibrosarcoma viability, CellTiter-Glo ATP luminescence, 48 h | AID 686970 | Potency, µM (doses to about 46.1 µM), without a hit: at the highest dose activity, negative = less viability, usual class: cytotoxic;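 note: NT is the 2HG producing partner of a matched IDH1 knockdown line; potency is the fitted concentration of half-maximal effect; 0% = DMSO-treated cells and -100% = media-only wells without cells; nearly all actives have a fitted effect of over 55% in size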
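Luminescent CellTiter-Glo readout after 48 hours of compound exposure at 37 degrees C defined viability of HT-1080-NT cells. Activity was normalized to DMSO wells and cell-free media wells; concentration-response curves were fitted and assigned curve classes.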
KB-V1 MDR tox: kills drug-selected multidrug resistant KB-V1 cells; KB-V1 MDR cells viability, CellTiter-Glo, 72 h; Potency, µM (doses to about 46.1 µM), without a hit: top-dose activity change, negative = cytotoxicity, usual class: cytotoxic; 400,000 compounds, 3.4% hits; note: potency is the fitted concentration of half-maximal effect; % is set by controls: 0 for no effect and ±100 for the full control effect; nearly all actives have a fitted effect of over 60% in size
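Cytotoxicity via CellTiter-Glo luminescence after 72 h compound exposure at 37 degrees C. Cells: drug-selected KB-V1 line, DMEM phenol-red free plus 10% FBS. Compounds tested at multiple concentrations; normalized data fitted to concentration-effect curves.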
SW480 rerep: inducers of DNA re-replication in SW480 colon cancer cells. SW480 DNA re-replication, Hoechst DNA content imaging, 48 h. 340,000 compounds, 1.8% hits. Potency, µM (titrated, usually from 46.1 µM), for the others: at the highest dose re-replication activation, usual class: activators. AID 624297; note: potency is the fitted concentration of half-maximal effect; % of control where 0% means no effect; nearly all actives have a fitted effect of over 55% in size
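First, 250 cells per well were seeded. Next, compound or vehicle (23 nL) was pinned in, plates sat 48 hr at 37 C. Finally Hoechst was added for 40 min before fluorescence scanning.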
HT1080 IDH1KD tx: HT-1080 IDH1 knockdown cell toxicity (counter line). HT-1080 IDH1 knockdown viability, ATP luminescence, 48 h. Potency, µM (series often up to 46.1 µM), without a hit: at the top dose activity, negative = toxicity, hits mostly cytotoxic. 360,000 compounds, 2% hits. AID 686971;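 note: potency is the fitted concentration of half-maximal effect; 0% = DMSO wells and -100% = cell-free medium wells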
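IDH1KD HT-1080 cells, 750/well, RPMI + 5% FBS; compound pinned after 2 h settling; 48 h, 37 °C; CellTiter-Glo luminescence; % activity normalised to DMSO and no-cell wells; curves fitted, classed by r2 and efficacy.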
KB-3-1 tox: KB-3-1 parental cell cytotoxicity; KB-3-1 viability, CellTiter-Glo ATP luminescence, 72 h; Potency, µM (series often up to 46.1 µM), inactives show top-dose activity change, negative = cytotoxic, most hits filed as cytotoxic; 400,000 compounds, 1.4% hits; note: potency is the fitted concentration of half-maximal effect; % is set by controls: 0 for no effect and ±100 for the full control effect; nearly all actives have a fitted effect of over 60% in size
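Viability of parental KB-3-1 cells, measured by CellTiter-Glo luminescence, followed a 72 h incubation at 37 °C with pinned compounds in phenol-red-free DMEM containing 10% FBS.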
ATXN2 expr inh: inhibitors of ATXN2 expression; HEK-293 ATXN2-luciferase reporter, luminescence, 24 h; Potency, µM (top dose mostly 57 µM), for the others: at the highest dose activity change, negative = inhibition, actives largely listed as inhibitors; 360,000 compounds, 0.72% hits; note: potency is the fitted concentration of half-maximal effect; % is set by controls: 0 for no effect and ±100 for the full control effect; nearly all actives have a fitted effect of over 55% in size
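qHTS (up to 57 uM final) was run with 24 h compound exposure of reporter cells at 37 °C. Each well was multiplexed: SteadyGlo luminescence measured ATXN2-luciferase expression after a fluorogenic Gly-Phe-AFC viability readout (25 uM final).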
MCF10A rerep: inducers of DNA re-replication in MCF 10A breast cells; MCF 10A DNA re-replication, Hoechst nuclear intensity, 48 h; AID 624296; Potency, µM (highest dose often 46.1 µM), for the others: at the top dose activity, positive = re-replication, usual class: activators; 350,000 compounds, 2.9% hits; note: potency is the fitted concentration of half-maximal effect; % of control where 0% means no effect; nearly all actives have a fitted effect of over 50% in size
IL-1B inflam inh: blocks inflammasome-driven IL-1 beta release; THP-1 LPS/ATP IL-1B secretion, AlphaLISA, 16 h; stronger effect = lower value; activity change, % at 57.5 µM; 360,000 compounds, 4.7% hits; AID 743279; in the data active = activity change below about -50%; inconclusive = mostly about -30% to -49%; note: % is set by controls: 0 for no effect and ±100 for the full control effect
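Secreted IL-1B measured by AlphaLISA bead assay after 16 h compound exposure of THP-1 cells; compounds (final up to 57.5 uM) added 1 h before LPS (250 ng/mL) and ATP (1.25 mM) stimulation; lower signal means less secretion.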
ATXN viability: viability counter-screen for ATXN expression inhibitors | Potency, µM (highest dose often 56.7 µM), most hits filed as cytotoxic | 400,000 compounds, 0.49% hits | AID 651635 | S2 cells (HEK-293 line with an ATXN2-luciferase reporter) viability, CellTiter-Fluor protease fluorescence, 24 h; note: potency is the fitted concentration of half-maximal effect; nearly all actives have a fitted effect of over 40% in size
* marks the source's active call; other numbers are inactive results; i = inactive; u = inconclusive; x = no result given; [ ] = another dose, or the depositor's remark. Unless noted, calls come from the whole dose curve; as a rule, active = well fitted curve in the direction sought with a large enough effect; inconclusive = small, poorly fitted or top-dose-only effect, or another doubt; inactive = no such curve, though single readings can be large; an effect the other way counts as inactive or inconclusive.

Each structure is followed by: HT1080NT lethal | KB-V1 MDR tox | SW480 rerep | HT1080 IDH1KD tx | KB-3-1 tox | ATXN2 expr inh | MCF10A rerep | IL-1B inflam inh | ATXN viability
> O=[N+]([O-])c1ccc(-c2c(O)c3ccccc3c3nc4ccccc4nc23)cc1
→ 13.2% | 1.4% | 9.7% | 13.4% | -18.4% | -7.1% | 16.7% | 14.6 | i
> COc1ccc(N2CCN(CC(=O)N3CCC(C)CC3)CC2)cc1
→ -0.4% | 18.4µM* | -1.6% | 2.7% | -1.3% | -10.9% | 4.9% | -3.0 | i
> O=C(Nc1ccsc1C(=O)O)c1ccc(Cl)cc1
→ -8.7% | -14.3% | -1.1% | -0.6% | -6.9% | -12.7% | -1.0% | 16.8 | i
> COc1cc(/C=N/NC(=O)c2ccc(F)cc2)ccc1OC(=O)c1ccco1
→ 12.7% | 26.4% | -4.3% | 10.5% | 16.9% | 5.2% | -0.5% | 1.4 | i
> CC(=O)N1CCCc2ccc(NS(=O)(=O)c3ccc(C)cc3)cc21
→ -21.4% | u | u | -17.2% | u | -6.7% | u | 20.8 | i
> C=CCS/C(=N\n1cnc2ccccc2c1=O)N(CC)CC
→ 2.5% | -1.4% | -7.5% | 8.9% | 0.2% | 1.2% | 3.3% | 34.1 | u
> NS(=O)(=O)c1ccc(CCNC(=O)NC2(C(F)(F)F)Oc3ccccc3O2)cc1
→ -11.9% | u | -4.5% | -25.5% | u | -23.3% | u | 36.6 | i
> COC(=O)CC1COc2ccccc2N1C(=O)c1ccc(Cl)cc1 (configuration not stated)
→ 2.1% | -6.1% | -8.8% | -1.7% | 6.7% | -3.1% | -0.7% | 28.5 | i
> COc1ccc2c(CC(=O)NC(Cc3ccc(Cl)cc3)C(=O)O)cc(=O)oc2c1C (configuration not stated)
→ 0.7% | 48.2% | -9.2% | 4.2% | 5.2% | x | u | 7.6 | i
> Cc1ccc(NC(=O)CNC(=O)c2cccc(Cl)c2)nc1
→ 10.2% | u | 0.1% | 8.4% | u | u | 12.2% | 5.1 | i
> O=C(C1CC(=O)N(c2ccc(Br)cc2)C1)N1CCCC1 (configuration not stated)
→ 16.1% | -18.3% | -3.8% | 12.3% | 0.0% | -5.4% | -3.3% | -12.0 | i
> COc1ccc(NC(=O)c2cnc(C)cn2)cc1-n1cnnn1
→ -13.2% | 18.0% | u | -27.4% | 10.8% | -21.3% | 23.6% | 16.0 | i
> O=[N+]([O-])c1ccc(-c2ncc(-c3ccc(Br)cc3)o2)cc1
→ u | 10.4% | -4.9% | 22.7% | 3.1% | 8.4% | 17.4% | -7.0 | i
> O=C(Nc1ncc(Cc2ccc(C(F)(F)F)cc2)s1)c1ccc(-c2cccc([N+](=O)[O-])c2)o1
→ -1.0% | 4.61µM* | x | -11.1% | 0.0% | -18.5% | u | -7.0 | u
> O=C(O)C(c1ccccc1)N1C(=O)/C(=C\c2ccc(-c3ccccc3Cl)o2)SC1=S (configuration not stated)
→ -9.2% | u | -4.2% | -3.7% | 4.9% | -14.7% | -10.0% | -8.8 | i
> CC(=O)Nc1ccc(S(=O)(=O)n2nc(-c3ccc(C)cc3)nc2N)cc1
→ -23.7% | 2.2% | 3.9% | u | 4.1% | -15.4% | u | -8.7 | i
> Cn1c(=O)n(C)c2cc(NC(=O)CCl)ccc21
→ u | 16.4µM* | u | u | 4.61µM* | -35.6% | 18.4µM* | -91.0* | x
> Cc1ccc(C(=O)c2c[nH]c(C(=O)NCc3cccnc3)c2)cc1
→ -3.0% | -11.1% | -7.5% | -5.6% | -8.6% | 1.4% | 15.0% | -11.5 | i
> O=C(NCc1ccco1)c1ccccc1NS(=O)(=O)c1ccc(Cl)s1
→ u | -16.2% | -9.2%[9.22 µM] | u | -10.2% | -12.5% | 20.5% | 48.2 | i
> COc1ccc(N=Cc2c(O)n(-c3cccc(C)n3)c(=O)c3ccccc23)cc1
→ 7.2% | 9.2% | -5.1% | 11.8% | 13.6% | -7.2% | -1.9% | -16.9 | u

Exported as comma-separated lines: part of the list above.
smiles,HT1080NT lethal,KB-V1 MDR tox,SW480 rerep,HT1080 IDH1KD tx,KB-3-1 tox,ATXN2 expr inh,MCF10A rerep,IL-1B inflam inh,ATXN viability
O=[N+]([O-])c1ccc(-c2ncc(-c3ccc(Br)cc3)o2)cc1,u,10.4%,-4.9%,22.7%,3.1%,8.4%,17.4%,-7.0,i
CC(=O)N1CCCc2ccc(NS(=O)(=O)c3ccc(C)cc3)cc21,-21.4%,u,u,-17.2%,u,-6.7%,u,20.8,i

(cont.)
Each structure is followed by: HT1080NT lethal | KB-V1 MDR tox | SW480 rerep | HT1080 IDH1KD tx | KB-3-1 tox | ATXN2 expr inh | MCF10A rerep | IL-1B inflam inh | ATXN viability
> O=C(NCC(=O)N1CCCCCCC1)c1ccc(Br)o1
→ -3.2% | -1.7% | -14.0% | 14.2% | 16.8% | 16.9% | 0.2% | -2.2 | i
> NC(=O)COC(=O)CC(NC(N)=O)c1ccc(Cl)cc1 (configuration not stated)
→ 17.1% | -5.5% | -4.4% | 17.0% | 6.6% | 5.4% | 0.3% | 8.4 | i
> Cc1ccc(-c2nn3c(C)nnc3s2)cc1NC(=O)C(C)C
→ -1.8% | -17.8% | -0.3% | 3.7% | -1.8% | 0.8% | -1.0% | 8.9 | i
> CCc1ccccc1NC(=O)Nc1ccc(F)cc1
→ 15.1% | -8.3% | 0.4% | 6.3% | 1.9% | 1.5% | 2.0% | -19.9 | i
> Cc1cccc(C(=O)c2c(N)sc3c2CCCC3)c1
→ 3.4% | u | 3.4% | 3.7% | -14.3% | 7.1% | -4.4% | -12.7 | i
> Cc1nc2ccc(C(=O)O)cc2c2c1CC(C)S2 (configuration not stated)
→ 6.5% | -13.9% | -7.3% | -0.8%[9.24 µM] | 0.0% | -6.2% | 2.1% | 0.0 | u
> COc1ccc(CCNC(=O)CN(C)S(=O)(=O)c2cccs2)cc1OC
→ 1.7% | u | -3.5% | 6.1% | -1.2% | 1.6% | -1.4% | -11.1 | i
> CCN1CCN(c2ccc(S(=O)(=O)N3CCCCC3)cc2NC(=O)COc2ccccc2)CC1
→ -7.4% | -21.7% | 9.7% | 3.3% | -4.8% | -10.1% | 9.7% | -54.9* | i
> Cn1c(CCN2CCN(c3ccccn3)CC2)nc2cc(NC(=O)COc3ccc(Cl)cc3)ccc21
→ u | u | 7.31µM* | -29.8% | 3.3% | u | 2.6% | -5.0 | u
> COc1c(C)cccc1C(=O)Nc1ccc(N2CCN(C(=O)c3ccccc3C)CC2)cc1
→ 6.3% | x | u | -16.8% | x | 20µM* | -9.8% | -105.5* | u
> CCn1cc(C(=O)N(C)c2cc(C)ccc2C)c2cc(OC)c(OC)cc2c1=O
→ x | 21.1% | x | x | 1.9% | -14.2% | x | x | u
> CSc1cccc(NC(=O)COC(=O)c2ccccn2)c1
→ -1.6% | -6.3% | -0.6% | 0.0% | -16.8% | x | u | 11.6 | i
> Cc1ccc(NC(=O)CSc2nnc(C3COc4ccccc4O3)o2)c(Cl)c1 (configuration not stated)
→ 2.7% | 23.6% | 2.7% | -1.0% | 9.7% | 2.8% | -2.1% | -3.4 | i
> CCOc1ccc2nc(NC3=NC(c4ccc(OC)cc4)CC(=O)N3)nc(C)c2c1 (configuration not stated)
→ u | 6.2% | -5.6% | u | -15.2% | 8.91µM* | -7.7% | -103.4* | 8.91µM*
> C=CCN1C(=O)C(Cc2ccc(OC)cc2)SC1=Nc1ccc(C(=O)O)cc1 (configuration not stated)
→ 8.6% | -21.2% | 0.6% | 3.4% | 13.7% | -2.1% | -3.5% | 6.3 | i
> C=CCN(CC(=O)NCc1ccc(OC)cc1)C(=O)c1csnn1
→ -3.3% | -3.1% | -1.1% | -2.1% | 0.6% | -2.1% | 6.0% | 8.9 | i
> C/C=C/c1ccc2c(c1)O[C@H](CN(C)CC1CCOCC1)[C@@H](C)CN([C@H](C)CO)S2(=O)=O
→ -0.8% | -8.4% | x | 2.5% | -11.2% | 1.7% | x | 18.9 | i
> O=C1N/C(=N\N=C\c2cccs2)SC1Cc1ccc(Cl)c(Cl)c1 (configuration not stated)
→ 0.5% | 2.3% | 20.1% | 10.3% | 1.6% | x | 14.5% | 3.7 | u
> COc1ccc(OC)c(NC(=S)NCCC(c2ccccc2)c2ccccc2)c1
→ -8.7% | u | -9.3%[9.22 µM] | -14.7% | u | -12.8% | 7.3% | -3.2 | i
> CC1CC2C(C(O)CC3(C)C2CCC3(O)C(=O)CO)C2(C)C=CC(=O)C=C12 (configuration not stated)
→ u | -1.0% | -4.2% | u | -2.7% | 0.0% | 2.5% | x | u
> COc1ccc(CN2CCc3cc(OC)c(OC)cc3C2)cc1O
→ 0.9% | 16.4µM* | 5.0% | -10.4% | u | -2.9% | u | -21.9 | i
> Cc1ccc2c(N)[nH]nc2n1
→ 3.2% | 6.5% | -1.7% | 6.0% | 6.7% | 9.9% | u | 5.8 | i
> CCNc1nnc(-c2ccc(C)cc2)o1
→ 17.6% | 16.5% | -2.5% | 6.9% | 11.4% | 24.0% | 0.1% | -7.8 | i
> Cc1onc(-c2ccccc2)c1C(=O)NNC(=S)NC(=O)c1ccc(F)cc1
→ u | -9.4% | 26.2% | u | u | 7.2% | u | -1.9 | i
> COc1ccc(/C=N/N2CCOCC2)cc1Cn1cc([N+](=O)[O-])cn1
→ 5.1% | 8.9% | -7.4% | -11.6% | -3.1% | -8.4% | 1.8% | 2.9 | i
> O=C(/C=C/c1c(Cl)cccc1Cl)n1cccn1
→ u | -20.3% | 10.9% | u | u | -8.3% | u | -52.2* | i
> CC(NC(=O)Cc1ccc(F)cc1)c1ccccc1 (configuration not stated)
→ 17.3% | -0.1% | 14.2% | 1.8% | -1.7% | 1.5% | 5.6% | -21.7 | i
> COc1cc2c(cc1OC)-c1cc(Nc3cccc(F)c3)nc(=O)n1CC2
→ -0.9% | -0.1% | -5.1% | -2.0% | -5.7% | -13.0% | -1.7% | -25.7 | i
